# Screens deposited in PubChem by National Center for Advancing Translational Sciences (NCATS).
# 12-LOX inh: ALOX12 (human) lipoxygenase inhibition; P18054; purified 12hLO, xylenol orange hydroperoxide absorbance; Potency, µM (series often up to 108 µM), for the others: at the top dose activity change, negative = inhibition, usual class: inhibitors; 580,000 compounds, 1.1% hits; AID 1671190; active = well fitted inhibition curve with a large enough effect; inconclusive = small, poorly fitted or top-dose-only effect, or another doubt; inactive = no such curve, though single readings can be large or run the other way
# Target sequence (P18054 whole entry, looked up): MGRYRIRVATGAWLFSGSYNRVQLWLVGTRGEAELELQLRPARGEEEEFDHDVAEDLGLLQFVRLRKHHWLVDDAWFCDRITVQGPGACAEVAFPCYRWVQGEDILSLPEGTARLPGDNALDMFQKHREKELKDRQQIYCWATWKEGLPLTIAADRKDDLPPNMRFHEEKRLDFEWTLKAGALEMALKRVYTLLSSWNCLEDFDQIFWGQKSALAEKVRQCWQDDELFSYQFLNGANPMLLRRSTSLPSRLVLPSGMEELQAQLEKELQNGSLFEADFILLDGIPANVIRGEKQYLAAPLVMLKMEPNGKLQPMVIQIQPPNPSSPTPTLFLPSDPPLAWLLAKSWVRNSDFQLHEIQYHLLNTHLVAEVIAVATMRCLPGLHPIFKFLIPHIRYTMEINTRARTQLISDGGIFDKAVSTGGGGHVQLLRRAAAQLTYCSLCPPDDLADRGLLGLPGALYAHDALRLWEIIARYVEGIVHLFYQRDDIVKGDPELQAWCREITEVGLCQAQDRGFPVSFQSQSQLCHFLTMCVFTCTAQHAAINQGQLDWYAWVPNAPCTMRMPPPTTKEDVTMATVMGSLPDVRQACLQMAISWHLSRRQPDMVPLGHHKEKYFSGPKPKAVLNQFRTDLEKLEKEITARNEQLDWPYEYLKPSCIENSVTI
#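 Purified human 12hLO at 150 nM in 25 mM Hepes, 0.01% Triton X-100, pH 7.0, preincubated 15 min at room temperature with compound. Reaction started with 40 uM arachidonic acid, 30 min at room temperature. Hydroperoxide measured by Fe-xylenol orange, 573/405 nm absorbance ratio.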
# The depositor's hits bear a star; ? = inconclusive; [ ] = another dose, or the depositor's remark. % is set by controls: 0 for no effect and ±100 for the full control effect; potency is the fitted concentration of half-maximal effect.
no.	structure	12-LOX inh
1	CCC(C(=O)Nc1ccc2c(c1)CN(Cc1ccc(OC)cc1OC)C(=O)C(C)O2)c1ccccc1 (centres undefined)	-3%
2	COc1cccc(CC(=O)N2CCCOCCNC(=O)CC2)c1	20%
3	O=C(C1CCN(S(=O)(=O)N2CCOCC2)CC1)N1CCCC(c2nc(C3CCOCC3)no2)C1 (centres undefined)	7%
4	CCN(CC)C(=O)[C@@H]1C[C@H](NC(=O)COc2cccc(F)c2)CN1C	18%
5	O=C(O)COc1ccc(-c2nccc3c2C(=O)N(Cc2c[nH]c4ccccc24)CC(COc2ccc(F)c(F)c2)O3)cc1 (centres undefined)	6%
6	COc1c(C)cccc1-c1nc(C2CCOC2)no1 (centres undefined)	34%[activator]
7	CC(=O)N1CCC2(CC1)CN(C(=O)Cc1csc(N)n1)Cc1ccccc1O2	6%[6.33 µM]
8	Cn1nccc1CN1CCC2(CC(c3cccc(C(F)(F)F)c3)=NO2)C1 (centres undefined)	3%[6.33 µM]
9	CCN(CC)C(=O)C[C@@H]1CCNC[C@@H]1Cc1cc(-c2ccc(F)cc2)on1	17%[176 µM]
10	C[C@H](C(=O)N1CCCC1)C1CC[C@@]2(C)Cc3sc(-c4ccccc4)nc3[C@@H](C)[C@@H]2[C@H]1O (some centres undefined)	9%

# Pulled one by one from the list above, three records:
no.	structure	12-LOX inh
5	O=C(O)COc1ccc(-c2nccc3c2C(=O)N(Cc2c[nH]c4ccccc24)CC(COc2ccc(F)c(F)c2)O3)cc1 (centres undefined)	6%
1	CCC(C(=O)Nc1ccc2c(c1)CN(Cc1ccc(OC)cc1OC)C(=O)C(C)O2)c1ccccc1 (centres undefined)	-3%
10	C[C@H](C(=O)N1CCCC1)C1CC[C@@]2(C)Cc3sc(-c4ccccc4)nc3[C@@H](C)[C@@H]2[C@H]1O (some centres undefined)	9%

# Of the compounds above, 3 contain an aryl methoxy group:
no.	structure	12-LOX inh
1	CCC(C(=O)Nc1ccc2c(c1)CN(Cc1ccc(OC)cc1OC)C(=O)C(C)O2)c1ccccc1 (centres undefined)	-3%
2	COc1cccc(CC(=O)N2CCCOCCNC(=O)CC2)c1	20%
6	COc1c(C)cccc1-c1nc(C2CCOC2)no1 (centres undefined)	34%[activator]

# Continued.
no.	structure	12-LOX inh
11	CCN(CCCNC(=O)C1CCCCC(=O)N1C)c1ccccc1 (centres undefined)	8%
12	Cn1cnc([S+](=O)([O-])N2CCN(C(=O)N3CC4CC(C3)[C@H]3CCCC(=O)N3C4)CC2)c1 (some centres undefined)	3%
13	COC(=O)[C@H]1CCCN1C(=O)[C@@H]1[C@@H](NC(=O)NC2CCCCC2)CCN1C(=O)c1cccn1C	5%
14	CN1CCC2(C1)CN(CC1CC1)c1ccc(C(=O)NCC3CC3)cc12 (centres undefined)	106%[activator][176 µM]
15	COC(=O)N1CCC2(CC1)CCN(Cc1cccs1)c1ccccc1O2	12%
16	O=C(c1ccc2c(c1)CCO2)N1CC2ON=C(c3c(F)cccc3Cl)C2C1 (centres undefined)	26%
17	O=C(NC[C@H]1O[C@@H](CO)[C@@H](O)[C@H]1N1CCN(c2cccc(C(F)(F)F)c2)CC1)c1ccccc1	48%[activator]
18	CCCNC(=O)CCC1CCN(C(=O)c2ccc(C)cc2)CC1	-17%
19	Cc1ccc(C2Cn3cnc(C(=O)N4CCC(C(=O)NCc5ccccc5Cl)CC4)c3CO2)cc1 (centres undefined)	48%[activator]
20	CCCCc1ncc(CN(C)CC2CCCN(CCc3ccc(F)cc3)C2)[nH]1 (centres undefined)	21%
21	O=C(COc1ccccc1)N1C[C@@H]2OCC(=O)N(Cc3ccc(F)cc3)[C@@H]2C1	70%[activator][176 µM]
22	Cc1nc(-c2c3n(c(=O)n(CC(=O)Nc4ccc(F)c(Cl)c4)c2=O)CCCCC3)no1	-6%
23	O=C(C(=O)N1CCN(S(=O)(=O)c2ccc(F)cc2)CC1)c1cccc(C(F)(F)F)c1	-7%
24	O=C(NC[C@H]1O[C@@H](CC(=O)N2CCN(c3ccc(F)cc3)CC2)[C@H](O)[C@@H]1O)c1ccccc1	-6%
25	COc1ccc(C(=O)N2CCN(c3cc(-c4cccs4)[nH]n3)CC2)c(OC)c1	6%
26	CCc1nc2c(=O)n(CC(=O)NCc3ccc(SC)cc3)nc(C)c2s1	-3%
27	CC(=O)Nc1cccc(C(=O)N2CCC(n3cc(-c4nc(C(C)C)no4)nn3)C2)c1 (centres undefined)	-5%
28	CCN(CC)C(=O)C[C@@H]1c2nc(NC(=O)c3cccc(F)c3)sc2C[C@@H]2[C@](C)(CO)[C@H](O)CC[C@]21C	4%
29	Cc1cc(C)n(Cc2cc(C(=O)N(C)C(C)c3ccon3)n[nH]2)n1 (centres undefined)	37%[activator]
30	COc1cccc(CN2CCCCCCNC(=O)[C@@H]3CCC[C@@H]32)c1OC	-1%
31	CCS(=O)(=O)NCc1cccnc1Oc1cccc(C(F)(F)F)c1	9%
32	COc1ccc(-n2ncc(-c3c(-c4ccccc4)ncn3CCCO)c2C)cc1	-19%
33	O=C(c1cccnc1)N1CCN(c2nnc3ccc(Cl)cn23)CC1	79%[activator]
34	C[C@@H]1ON(C)[C@H]2C[C@H]3c4[nH]c5c(-c6ccccc6F)cccc5c4CCN3C[C@@H]12	-3%
35	Cc1ccc2cc(CN3CCN(CC(N)=O)CC3)c(-c3cccs3)nc2c1	?
36	O=C(C1CCOCC1)N1CCC(Oc2cccnc2)C1 (centres undefined)	1%
37	CCCCN1CCN(C(=O)c2cnc(-c3ccccc3)nc2-c2ccncc2)CC1	29%
38	O=C(c1ccccc1)N1CCC(C(=O)N2CCC(Cc3nc(-c4ccc(F)cc4)no3)CC2)CC1	-7%
39	O=C(CCC1CCCN(S(=O)(=O)c2ccccc2)C1)N1CCN(c2ccccn2)CC1 (centres undefined)	-5%
40	CCc1cc(=O)n(CC(=O)Nc2cc(OC)c(OC)c(OC)c2)c(-c2ccccc2)n1	-4%

# Reprinted from above (two entries):
no.	structure	12-LOX inh
31	CCS(=O)(=O)NCc1cccnc1Oc1cccc(C(F)(F)F)c1	9%
32	COc1ccc(-n2ncc(-c3c(-c4ccccc4)ncn3CCCO)c2C)cc1	-19%

# (list continues)
no.	structure	12-LOX inh
41	CCC(=O)N1CCC2(CC1)CC(N(Cc1ccccc1)C1CC1)CCO2 (centres undefined)	19%
42	COc1cccc(CCNC(=O)c2c(C)noc2-c2ccc3c(c2)OCO3)c1	-10%
43	COCc1cn([C@H]2CO[C@H]3[C@@H]2OC[C@@H]3N)nn1	-8%[176 µM]
44	O=C(Cn1ccnc1)N1CCC(N2C(=O)C3(CCCCC3)C2c2ccncc2)CC1 (centres undefined)	36%[activator]
45	O=C(NCc1ccc(F)cc1)[C@@H]1C[C@@H](c2cccc(C(F)(F)F)c2)N(CC2CCOCC2)C1	-8%
46	COc1cccc(N2CC(C(=O)NCCc3ccc(Cl)cc3)NC2=O)c1 (centres undefined)	-28%
47	Cn1cnc(CN2CCNc3cc(Nc4ccccc4)ncc3C2)c1	104%[activator][176 µM]
48	CN(C)C(=O)CO[C@H]1CCOC[C@H]1NC(=O)c1ccc2n[nH]nc2c1	9%
49	COCc1nc(CCNC(=O)NC2CCCCC2)no1	19%
50	O=C(C1CCC1)N1CCC(C(=O)N2CC(Oc3ccccc3)C2)CC1	54%[activator]
51	CC(C)NC(=O)C[C@@H]1C[C@H]2O[C@H](CNC(=O)NCc3ccccc3)[C@@H](O)[C@H]2O1	19%[176 µM]
52	Nc1nc(CCNC(=O)[C@H]2CNC[C@H](C(=O)N3CCOCC3)C2)cs1	45%[activator]
53	Cc1ccc2nc(C3CCN(Cc4cccs4)CC3)[nH]c(=O)c2c1	4%[176 µM]
54	COc1ccc(CNC(=O)N2CCCCC2c2n[nH]c(C)n2)cc1 (centres undefined)	17%
55	CN(Cc1ccccc1)C(=O)Cc1ccc(N(Cc2cccc(F)c2)C(=O)c2ccco2)cc1	?
56	Cc1ccc(-c2cc(N3CCCN(C(=O)c4ccsc4)CC3)n[nH]2)cc1C	8%
57	CN(C)CC(=O)Nc1ccc(OC2CCN(C(=O)c3ccc(F)cc3)CC2)nc1	10%
58	COc1ccc(-c2nn(-c3ccccc3C)cc2CN(C)Cc2cn(C)nc2C)cc1F	13%
59	CC(C)CCN1CCC(N2CCN(S(=O)(=O)c3cc(F)cc(F)c3)CC2)C1=O (centres undefined)	14%
60	COC1CCN(C(=O)c2cnc3c(c2)N([S+](=O)([O-])c2cccnc2)CCC3)CC1	48%[activator][176 µM]
61	COc1ccc2c(c1)OCC(C(=O)NCc1csc(N3CCCC3)n1)C2 (centres undefined)	15%
62	CCOc1ccccc1CN1CCC2(CCN(C(=O)c3ccccc3)CC2)Oc2ccccc21	?
63	CNC(=O)[C@@H]1C[C@H](Oc2cccnc2)CN1C(=O)c1nccc2ccccc12	2%
64	O=C1NC2(CCCN(C(=O)c3ccccc3F)C2)COc2ccccc21 (centres undefined)	44%[activator]
65	CC1=NOC2(CCN(Cc3ccc(C)cc3)CC2)C1	34%[176 µM]
66	CCC1(N2CCN(S(=O)(=O)c3cc(F)cc(F)c3)CC2)CCN(C(=O)NC)C1 (centres undefined)	45%[activator]
67	COc1ccc2c3c(n(C)c2c1)[C@H](CO)N(C(C)=O)CC31CCN(C(=O)C2CCOCC2)CC1	-12%
68	O=C(Nc1ncc(-c2cccc(F)c2)c2c1OCC2)c1cccnc1	2%[176 µM]
69	O=C(c1cc(Cl)ccc1F)N1CCN(c2cc(C(F)(F)F)ncn2)CC1	13%
70	CN1C(=O)C2(CCN(C(=O)Nc3ccccc3F)C2)c2ccccc21 (centres undefined)	50%[activator]
71	CC(C)C[C@@H]1N[C@H](C(=O)NC2CCCC2)Cc2c[nH]c3cccc1c23	10%[176 µM]
72	Cc1noc(C)c1-c1cnc(NC(=O)c2ccc(Cl)cc2)c2c1CCO2	-1%[176 µM]
73	CCOc1ccccc1CN1CCC2(CCN(C(=O)c3ccc(Cl)nc3)CC2)Oc2ccccc21	2%
74	CC(C)c1cc(N2C[C@H](O)[C@@H](N3CCCCC3)C2)n2nccc2n1	79%[activator]
75	O=C(c1cccc(F)c1)N1CCC(Oc2ccccc2-c2nc(-c3ccncc3)no2)C1 (centres undefined)	-2%
76	O=C1CC(C(=O)N2CCN(c3ccc(F)cc3)CC2)CN1Cc1ccncc1 (centres undefined)	15%
77	O=C(CC[C@H]1NC(=O)c2ccccc2NC1=O)Nc1n[nH]c(CCc2ccccc2)n1	50%[activator]
78	Cn1cc(CN2C[C@H](C(=O)NCc3cccc(F)c3)C[C@H]2c2cccc(C(F)(F)F)c2)cn1	11%
79	COc1ccc(-c2cc(-c3ccc(CO)cc3)cn3cncc23)cc1	?
80	O=C1NCCCCCN(C(=O)CCC2CCCC2)[C@H]2CCC[C@@H]12	14%
81	Cc1cccc(CC(=O)N2C[C@@H](CO)[C@H](c3ccccn3)C2)c1	43%[activator]
82	CCN(CC)C(=O)CCc1c(C)nn(-c2ccc(F)cc2)c1Oc1ccccc1OC	19%
83	CCOC(=O)C1(Cc2ccc(OC)cc2)CCN(C(=O)CCc2ccccc2OC)CC1	5%
84	COCCN1C(=O)[C@H]2CN(Cc3ccsc3)C[C@H]2C1=O	29%
85	Cc1ccc(CN2Cc3[nH]cnc3C[C@H]2C(=O)NCc2ccc(C(F)(F)F)cc2)cc1	36%[activator][176 µM]
86	Cc1ccc(CN2CCC(n3cc[nH]c3=O)CC2)cc1	1%[176 µM]
87	OC(c1ccc2c(c1)CN(Cc1cccn1-c1ncccn1)CCO2)C1CCCCC1 (centres undefined)	8%
88	N#Cc1ccc([S+](=O)([O-])N2CCC3(CC2)OCCN(CC2CCOCC2)C3=O)cc1	16%[176 µM]
89	CN(C)CCCC(=O)N1Cc2ccccc2CC2(CCCN(CC3CCNCC3)C2)C1 (centres undefined)	2%[6.33 µM]
90	O=C1CC2(CCN(Cc3ccsc3)CC2)Oc2ccccc2N1	60%[activator][176 µM]

# Remaining list, next part
no.	structure	12-LOX inh
91	Cc1ccc(S(=O)(=O)NC[C@H]2COCc3nc4cccnc4n32)cc1	15%[176 µM]
92	CC(=O)N1CCC(Cc2ccc(C(=O)N(C)Cc3cccnc3)cc2)CC1	37%[activator]
93	O=C(c1ccco1)N1CCC(O)(c2ccccc2)[C@H](N2CCCC2)C1 (some centres undefined)	184%[activator]
94	CC(C)NC(=O)N[C@H]1C[C@@H](c2nc(-c3ccc4c(c3)OCO4)no2)N(C)C1	22µM*
95	CC(C)C(=O)Nc1ncc(-c2cc(C(F)F)nn2-c2c(Cl)cccc2Cl)s1	?
96	CCC(=O)Nc1cccc(C2OC(=O)N(Cc3ccc(C)cc3)C2C(=O)NCC2CC2)c1 (centres undefined)	10%
97	CCc1nc2c(=O)n(CC(=O)NCc3ccc(F)cc3Cl)nc(C)c2s1	16%
98	COCC1CN(C(C)=O)CC12CCN(S(=O)(=O)c1cccc(C#N)c1)CC2 (centres undefined)	15%
99	COc1ccc(C(N)CC(=O)N2CCC3(CC2)CN(C)C(=O)O3)cc1OC (centres undefined)	-26%
100	Cn1ccc(NC(=O)c2ccc3c(c2)C2(CCN(CC4CC4)C2)CN3Cc2ccccc2)n1 (centres undefined)	21%
101	Cc1nncn1C1CCN(S(=O)(=O)c2ccc(C(F)(F)F)cc2)CC1	11%
102	CCN=C1NC(c2cccc(Cl)c2)C(C(=O)OC)=C(C)N1Cc1ccc(C(F)(F)F)cc1 (centres undefined)	?
103	O=C(NC1CC1)[C@@H]1CN(Cc2ccncc2F)C[C@H]1CO	54%[activator]
104	CC(=O)Nc1ccc(CN2CCC3(CC2)CC(=O)c2ccc(Cl)cc2O3)cc1	9%
105	N#Cc1ccc(CN2CCCCCCNC(=O)[C@@H]3C[C@@H](C(=O)N4CCc5ccccc5C4)C[C@@H]32)cc1	61%
106	Fc1ccc(Cc2noc(-c3ccc(NCCCn4ccnc4)nc3)n2)cc1	58%[activator]
107	COc1ccc2[nH]c3c(c2c1)CCN(C)C31CCN(C(=O)c2ccc(OC)nc2)CC1	38%
108	Cc1cccc(=O)n1CCC(=O)N1CCCn2nc(CO)cc2C1	27%

# The list is partial (hit frequency here may not be typical).
